High-throughput results deposited in PubChem BioAssay by National Center for Advancing Translational Sciences (NCATS).
RXFP1 antagonist – RXFP1 (human) relaxin receptor antagonism | HEK293-RXFP1, relaxin-stimulated cAMP HTRF, 30 min; hits give low values | activity change, negative = inhibition, % at 57.5 µM | Q9HBX9 | AID 1259400 | 0.59% of 350,000 active;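 active means activity change of -60% or lower, but not beyond a set lower limit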; further: on the % scale 0 is the no-effect control and ±100 the full control effect
Target sequence (Q9HBX9 whole entry, looked up): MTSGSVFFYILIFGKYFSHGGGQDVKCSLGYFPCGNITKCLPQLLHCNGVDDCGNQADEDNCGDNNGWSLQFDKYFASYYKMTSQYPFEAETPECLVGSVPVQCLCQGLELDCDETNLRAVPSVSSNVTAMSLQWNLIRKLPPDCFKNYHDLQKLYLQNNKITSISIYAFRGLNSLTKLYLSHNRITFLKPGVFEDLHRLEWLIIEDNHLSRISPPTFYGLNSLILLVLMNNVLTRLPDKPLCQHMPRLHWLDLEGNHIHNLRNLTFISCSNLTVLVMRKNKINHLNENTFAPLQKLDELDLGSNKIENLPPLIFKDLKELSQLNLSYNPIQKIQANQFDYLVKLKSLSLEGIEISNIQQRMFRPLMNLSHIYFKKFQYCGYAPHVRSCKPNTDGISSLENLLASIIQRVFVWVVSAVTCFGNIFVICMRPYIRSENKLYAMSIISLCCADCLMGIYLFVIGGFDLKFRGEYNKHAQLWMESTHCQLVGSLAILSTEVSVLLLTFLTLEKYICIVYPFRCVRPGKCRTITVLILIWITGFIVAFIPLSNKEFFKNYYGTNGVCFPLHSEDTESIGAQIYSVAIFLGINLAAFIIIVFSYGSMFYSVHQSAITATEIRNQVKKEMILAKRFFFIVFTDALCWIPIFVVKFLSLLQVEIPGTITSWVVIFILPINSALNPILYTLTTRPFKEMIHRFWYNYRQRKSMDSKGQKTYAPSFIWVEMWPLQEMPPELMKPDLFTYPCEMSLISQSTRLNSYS
D1 ag – human D1 receptor agonism | activation, % at 2 µM | HEK293 T-REx D1 cells, calcium flux, agonist mode | 1% of 360,000 active | AID 504660 | P21728; in the data active means activation above about 30%; further: 0% is about no effect
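Agonism was scored from calcium flux recorded over 180 s (1 read/s) after pintool compound addition, following a 10-cycle baseline. Cells were inducible force-coupled HEK293 TREx D1, plated overnight at 30 C and loaded with no-wash calcium dye.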
TRHR PAM – TRH receptor (human) allosteric enhancement. 0.66% of 360,000 active. enhancement, % at 2 µM. AID 493056. TRHR cells, fluo-8 calcium fluorescence, EC20 TRH enhancement. P34981; in the data active means enhancement above about 30%; further: 0% is about no effect
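TRHR-expressing cells loaded with fluo-8 calcium dye were read kinetically (ex 480/em 530) during compound addition, then stimulated with an EC20 of TRH (10 nM final). Enhancement of the Gq-mediated intracellular calcium response was scored.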
D2 PAM – positive allosteric modulators of human D2 dopamine receptor; P14416; HEK293 T-REx D2, calcium flux, EC20 dopamine potentiation; potentiation, % at 10 µM; 0.34% of 340,000 active;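 active means potentiation over 3 SD above the plate norm, cut at about 30% in these data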; further: 0% is about no effect
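Calcium flux readout, no-wash dye, 1 read/s. Inducible HEK293 Trex D2 line, overnight 30 C. Compound alone 180 s (agonist flags), then EC20 dopamine, another 180 s to score potentiation.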
D1 PAM – potentiators of human D1 dopamine receptor. P21728. HEK293 TREx D1 cells, calcium flux, dopamine EC20 potentiation. potentiation, % at 10 µM. 0.036% of 360,000 active. AID 504651; in the data active means potentiation above about 30%; further: 0% is about no effect
D2 antag – antagonizes the human D2 dopamine receptor; HEK293 TREx D2 cells, calcium flux, dopamine EC80; inhibition, % at 10 µM; 2% of 340,000 active; in the data active means inhibition above about 30%; further: 0% is about no effect
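Dopamine at EC80 is the agonist stimulus; test compounds precede it by 180 s. Calcium flux read kinetically in a force-coupled, inducible HEK293 T-REx D2 cell line.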
D2 agonist – D2 dopamine receptor (human) agonism. P14416. HEK293 T-REx D2 cells, calcium flux agonist mode. activation, % at 2 µM. 0.53% of 340,000 active;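 active means activation over 3 SD above normal in the single-dose calcium agonist read, cut at about 30% in these data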; further: 0% is about no effect
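Calcium-flux readout, 1 cycle/sec over 180 s following compound pin transfer, in inducible HEK293 Trex D2 cells (force-coupled); dopamine controls included. Positive calcium responses during this window marked compounds as potential agonists.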
RXFP1 ag – activates the human relaxin receptor RXFP1; Q9HBX9; HEK293T-RXFP1 cAMP TR-FRET, 30 min; response scale: percent of porcine relaxin response, buffer zero; Potency, µM (series often up to 57.5 µM), for the others: at the top dose activation, actives largely listed as activators; 0.3% of 370,000 active; AID 2676; active means well fitted activation curve with a large enough effect; further: potency means the concentration at half of the fitted maximal effect; on the % scale 0 is the no-effect control and ±100 the full control effect; nearly all actives have a fitted effect of over 60% in size; many of its hits are not listed in these tables
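HEK293T cells stably expressing RXFP1 were pretreated with the PDE4 inhibitor Ro 20174, exposed to compounds for 30 min at 37C, lysed, and cAMP was read by TR-FRET. Data normalized to buffer (basal) and 29 nM porcine relaxin (100%).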
D1 antagonist – blocks dopamine activation of the human D1 receptor; P21728; HEK293 TREx D1 cells, calcium flux, dopamine EC80; hits give low values; activity change, negative = inhibition, % at 10 µM; 3.2% of 360,000 active; in the data active means activity change below about -30%; further: on the % scale 0 is the no-effect control and ±100 the full control effect
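Compound effects on dopamine-evoked calcium signalling were measured in tetracycline-induced HEK293 Trex D1 cells. Dopamine at EC80 followed a 180 s compound pre-read, and fluorescence was tracked kinetically for 180 s more.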
* hit, by the source's call. A portion of the library; rates above refer to the full screens.

`C#CCOCCOCCOCCNc1nc(N2CCOCC2)nc(N2CCN(C(=O)[C@H](Cc3cc4ccccc4[nH]3)n3cc([C@@H](N)CC(C)C)nn3)CC2)n1` gave D1 ag -1, TRHR PAM 3, D2 PAM 1, D1 PAM 2, D2 antag -13, D2 agonist -0.1, RXFP1 ag -4.3% and D1 antagonist -4.
CCOc1ncccc1C(=O)NCc1ccc(OC)c(OC)c1 was read as RXFP1 antagonist -3, D1 ag 7, TRHR PAM 3, D2 PAM -19, D1 PAM 1, D2 antag -1, D2 agonist 4.8, RXFP1 ag 1.4% and D1 antagonist 0.
For Cc1nn(C)c2c(=O)c(=O)c2n(C)[nH]1 the results were RXFP1 antagonist -1, D1 ag 2, TRHR PAM 1, D2 PAM 14, D1 PAM 18, D2 antag -11, D2 agonist 0.4, RXFP1 ag 7.4% and D1 antagonist 7.
COc1ccc(/C=C(\C#N)c2nc3ccccc3[nH]2)cc1O was read as RXFP1 antagonist -16, D1 ag 2, TRHR PAM -4, D2 PAM -8, D1 PAM 0, D2 antag -1, D2 agonist 0.2, RXFP1 ag -0.8% and D1 antagonist -7.
O=C(CSC1CC(=O)N(CC(c2ccccc2)c2ccccc2)C1=O)Nc1ccc(Cl)cc1 (configuration not stated) was read as RXFP1 antagonist -5, D1 ag 3, TRHR PAM 0, D2 PAM 7, D1 PAM 0, D2 antag 8, D2 agonist -0.3, RXFP1 ag 2.3% and D1 antagonist 37.
COc1ccc(Nc2cc(C)nc3c(C)cccc23)cc1OC was read as RXFP1 antagonist 4, D1 ag 4, TRHR PAM -1, D1 PAM 2, RXFP1 ag 1.4% and D1 antagonist -10.
Screening CC(=O)NS(=O)(=O)c1ccc(NC(=O)c2oc3c(Cl)cccc3c2C)cc1 returned RXFP1 antagonist -8, D1 ag 3, TRHR PAM 5, D2 PAM 3, D1 PAM 0, D2 antag -5, D2 agonist 0.0, RXFP1 ag -1.2% and D1 antagonist -11.
`O=C(O)CC/C(=N\NC(=O)c1ccccc1Br)c1ccccc1` gave RXFP1 antagonist -26, D1 ag 3, TRHR PAM 5, D2 PAM 9, D1 PAM -3, D2 antag 12, D2 agonist -0.2, RXFP1 ag 2.0% and D1 antagonist 0.
O=C(Nc1nc(-c2ccco2)c(-c2ccco2)s1)c1ccco1 was read as RXFP1 antagonist -62*, D1 ag 1, TRHR PAM -2, D2 PAM 0, D1 PAM -8, D2 antag 0, D2 agonist -0.7, RXFP1 ag 1.6% and D1 antagonist -13.
For NS(=O)(=O)c1ccc(N2N=C(c3ccccc3)CC2c2ccccc2)cc1 (configuration not stated) the results were RXFP1 antagonist -7, D1 ag 1, TRHR PAM -6, D2 PAM 13, D1 PAM -2, D2 antag -5, D2 agonist -0.3, RXFP1 ag 14% and D1 antagonist 1.
Screening Brc1ccc(-c2csc(/N=C/N3CCOCC3)n2)cc1 returned RXFP1 antagonist -16, D1 ag 0, TRHR PAM 4, D2 PAM 6, D1 PAM -10, D2 antag -4, D2 agonist 0.4, RXFP1 ag -1.2% and D1 antagonist -33*.
For Cc1cccc(C(=O)NCC(=O)N2CC=C(c3ccccc3)CC2)c1 the results were RXFP1 antagonist 1, D1 ag 3, TRHR PAM 3, D2 PAM -5, D1 PAM 3, D2 antag 0, D2 agonist -0.2, RXFP1 ag 2.8% and D1 antagonist 8.
Screening CCOc1ccc(/C=C2/Sc3ccc(C(=O)NCC4CCCO4)cc3N(C)C2=O)cc1OC (configuration not stated) returned RXFP1 antagonist -1, D1 ag 1, TRHR PAM -1, D2 PAM -6, D1 PAM -9, D2 antag -4, D2 agonist -0.1, RXFP1 ag -0.5% and D1 antagonist -6.
Screening CCOC(=O)C1=C(c2ccccc2)N2CCS(=O)(=O)N=C2S1 returned RXFP1 antagonist 2, D1 ag 4, TRHR PAM 0, D2 PAM 2, D1 PAM -7, D2 antag -10, D2 agonist 0.4, RXFP1 ag 1.4% and D1 antagonist -13.
Screening CCOC(=O)Cc1csc(NS(=O)(=O)c2ccc([N+](=O)[O-])cc2)n1 returned RXFP1 antagonist -8, D1 ag 1, TRHR PAM 0, D2 PAM 4, D1 PAM -9, D2 antag -12, D2 agonist 0.3, RXFP1 ag 8.2% and D1 antagonist 13.
Screening CC(N=Cc1nc(-c2ccccc2)oc1O)c1ccccc1 (configuration not stated) returned RXFP1 antagonist -3, D1 ag 0, TRHR PAM -7, D2 PAM -8, D1 PAM -3, D2 antag 19, D2 agonist 1.2 and RXFP1 ag 1.0%.
CCOc1ccc(NC(=O)NCC2CCN(c3ccc(OC)cc3)C2)cc1 (configuration not stated) was read as RXFP1 antagonist 3, D1 ag 1, TRHR PAM 10, D2 PAM -10, D1 PAM -3, D2 antag -18, D2 agonist -1.2, RXFP1 ag 2.0% and D1 antagonist 5.
CC(=O)Nc1ccc(NC(=O)CC2SC(=O)N(CC(=O)c3ccccc3)C2=O)cc1 (configuration not stated) was read as RXFP1 antagonist -5, D1 ag -1, TRHR PAM -12, D2 PAM 3, D1 PAM -5, D2 antag -21, D2 agonist 1.2, RXFP1 ag 1.2% and D1 antagonist -6.
For O=S1(=O)CCOCCCN1Cc1ccccc1Br the results were D1 ag -1, TRHR PAM -6, D2 PAM -7, D1 PAM 0, D2 antag -17, D2 agonist 0.3, RXFP1 ag 0.7% and D1 antagonist -2.
Screening COc1cccc(CNC(=O)CCNS(=O)(=O)c2ccc3[nH]c(=O)oc3c2)c1 returned RXFP1 antagonist -13, D1 ag 2, TRHR PAM 6, D2 PAM 7, D1 PAM 8, D2 antag -1, D2 agonist 0.7, RXFP1 ag -0.7% and D1 antagonist 3.
Screening COCCNC(=O)c1ccc2c(c1)N(Cc1cc(C)ccc1C)C(=O)c1ccccc1S2=O (configuration not stated) returned D1 ag 7, TRHR PAM 3, D2 PAM 5, D1 PAM -3, D2 agonist 0.7, RXFP1 ag 0.3% and D1 antagonist 2.
Screening COc1cccc(OC)c1CN1CCCC(C(=O)c2ccccc2SC)C1 (configuration not stated) returned RXFP1 antagonist -12, D1 ag 18, TRHR PAM -2, D2 PAM -18, D1 PAM -5, D2 antag 17, D2 agonist -1.2, RXFP1 ag -1.3% and D1 antagonist -57*.
Screening COc1cccc(-c2nc(S(=O)(=O)c3ccc(C)cc3)c(N3CCCCCC3)o2)c1 returned RXFP1 antagonist -6, D1 ag 2, TRHR PAM 5, D2 PAM -5, D1 PAM -4, D2 agonist 0.1, RXFP1 ag 1.8% and D1 antagonist -5.
C/C(CCc1ccc2c(c1)OCO2)=N\NC(=O)c1ccccc1Cl was read as RXFP1 antagonist -10, D1 ag -1, TRHR PAM 0, D2 PAM 1, D1 PAM 2, D2 antag -9, D2 agonist -0.8, RXFP1 ag 1.6% and D1 antagonist 12.

4 compounds already listed, arranged by molecular weight, falling:
Screening CCOc1ccc(/C=C2/Sc3ccc(C(=O)NCC4CCCO4)cc3N(C)C2=O)cc1OC (configuration not stated) returned RXFP1 antagonist -1, D1 ag 1, TRHR PAM -1, D2 PAM -6, D1 PAM -9, D2 antag -4, D2 agonist -0.1, RXFP1 ag -0.5% and D1 antagonist -6.
Screening COc1cccc(OC)c1CN1CCCC(C(=O)c2ccccc2SC)C1 (configuration not stated) returned RXFP1 antagonist -12, D1 ag 18, TRHR PAM -2, D2 PAM -18, D1 PAM -5, D2 antag 17, D2 agonist -1.2, RXFP1 ag -1.3% and D1 antagonist -57*.
CCOc1ccc(NC(=O)NCC2CCN(c3ccc(OC)cc3)C2)cc1 (configuration not stated) was read as RXFP1 antagonist 3, D1 ag 1, TRHR PAM 10, D2 PAM -10, D1 PAM -3, D2 antag -18, D2 agonist -1.2, RXFP1 ag 2.0% and D1 antagonist 5.
Screening CC(N=Cc1nc(-c2ccccc2)oc1O)c1ccccc1 (configuration not stated) returned RXFP1 antagonist -3, D1 ag 0, TRHR PAM -7, D2 PAM -8, D1 PAM -3, D2 antag 19, D2 agonist 1.2 and RXFP1 ag 1.0%.

Continuation.
Screening CN(C(=O)COc1ccc(Cl)cc1)C1(C)CCS(=O)(=O)C1 (configuration not stated) returned RXFP1 antagonist 23, D1 ag 0, TRHR PAM -2, D2 PAM 2, D1 PAM -3, D2 antag -10, D2 agonist 1.4, RXFP1 ag -1.3% and D1 antagonist 2.
`O=C1CC[C@H](O)CCN1CCSc1ccc(Br)cc1` gave D1 ag 1, TRHR PAM -4, D2 PAM -3, D1 PAM -2, D2 antag 0, D2 agonist 0.6 and RXFP1 ag 1.0%.
For Oc1ccccc1-c1nc2ccc(Cl)cn2c1Nc1ccc2c(c1)OCCO2 the results were D1 ag -1, TRHR PAM 0, D2 PAM -2, D1 PAM 5, D2 agonist -0.7, RXFP1 ag 6.4% and D1 antagonist -10.
`COc1ccc(N2CCN(C(c3ccccc3F)c3sc4nc(-c5ccco5)nn4c3O)CC2)cc1` (configuration not stated) gave RXFP1 antagonist -2, D1 ag 1, TRHR PAM -3, D2 PAM -3, D1 PAM -2, D2 agonist 0.4 and RXFP1 ag -0.9%.
Screening CCOCCCNC(=O)CN1C(=O)NC(Cc2c[nH]c3ccccc23)C1=O (configuration not stated) returned RXFP1 antagonist 2, D1 ag 1, TRHR PAM 4, D2 PAM 10, D1 PAM -5, D2 antag -9, D2 agonist 0.7, RXFP1 ag -2.4% and D1 antagonist 9.
Screening Cc1ccc(-c2c(C(=O)N/N=C/c3ccoc3)nnn2-c2nonc2N)cc1 returned RXFP1 antagonist -19, D1 ag 44*, TRHR PAM 14, D2 PAM 11, D1 PAM 1, D2 antag 10, D2 agonist 0.6, RXFP1 ag 2.1% and D1 antagonist 58.
For CC1CCCCN1Cc1c(O)ccc2c(=O)c(-c3ccc(Cl)cc3Cl)coc12 (configuration not stated) the results were RXFP1 antagonist -15, D1 ag 1, TRHR PAM 26, D1 PAM 2, RXFP1 ag 6.6% and D1 antagonist 1.
For CC(=O)OC1CSc2nc3ccccc3n2C1 (configuration not stated) the results were RXFP1 antagonist -11, D1 ag 0, TRHR PAM 2, D2 PAM 2, D1 PAM 3, D2 antag 9, D2 agonist 0.0, RXFP1 ag 1.3% and D1 antagonist -7.
Cc1nn(-c2ncc(C(F)(F)F)cc2Cl)c(=O)n1-c1ccccc1F was read as RXFP1 antagonist -5, D1 ag 2, TRHR PAM -13, D2 PAM 3, D1 PAM -1, D2 antag 5, D2 agonist -0.5, RXFP1 ag 0.8% and D1 antagonist 3.
For Cn1c(C(=O)c2ccccc2[N+](=O)[O-])nc2ccccc21 the results were RXFP1 antagonist 8, D1 ag 0, TRHR PAM -4, D2 PAM -8, D1 PAM 3, D2 antag 9, D2 agonist 6.4, RXFP1 ag 0.0% and D1 antagonist 6.
`Nc1nccnc1C(=O)OCC(=O)c1ccc[nH]1` gave RXFP1 antagonist 6, D1 ag 1, TRHR PAM -2, D2 PAM 6, D1 PAM -1, D2 antag 0, D2 agonist -0.5, RXFP1 ag 0.0% and D1 antagonist 3.
